NPY Y2 blocker: NPY-Y2 receptor antagonists, primary screen, cell-based | NPY-Y2 expressing cells, antagonist mode | inhibition, % at 2.7 µM | actives 0.99% (n = 140,000) | AID 793, 2007; in the data active = inhibition above about 17%;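 note: 0% = vehicle with agonist challenge and 100% = reference antagonist with challenge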
Target sequence (P49146 whole entry, looked up): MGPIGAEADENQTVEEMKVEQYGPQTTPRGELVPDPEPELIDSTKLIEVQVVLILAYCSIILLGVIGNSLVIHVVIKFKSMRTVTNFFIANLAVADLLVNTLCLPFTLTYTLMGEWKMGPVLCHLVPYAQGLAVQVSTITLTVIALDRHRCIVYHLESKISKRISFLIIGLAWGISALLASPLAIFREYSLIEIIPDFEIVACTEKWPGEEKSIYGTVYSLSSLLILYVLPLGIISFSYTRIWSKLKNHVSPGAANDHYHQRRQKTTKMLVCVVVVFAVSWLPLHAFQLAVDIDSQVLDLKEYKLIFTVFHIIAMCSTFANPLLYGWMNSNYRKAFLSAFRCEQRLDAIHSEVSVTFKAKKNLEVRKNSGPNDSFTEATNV
GALR2 blocker: GALR2 antagonists in receptor-expressing cells, primary screen; Galanin receptor type 2 (Homo sapiens), O43603; antagonist mode; inhibition, % at 4 µM; actives 0.39% (n = 140,000); in the data active = inhibition above about 27%;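 note: cells stimulated with galanin 1-16 at roughly its EC80; 0% = agonist challenge control and 100% = basal control without agonist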
Target sequence (O43603 whole entry, looked up): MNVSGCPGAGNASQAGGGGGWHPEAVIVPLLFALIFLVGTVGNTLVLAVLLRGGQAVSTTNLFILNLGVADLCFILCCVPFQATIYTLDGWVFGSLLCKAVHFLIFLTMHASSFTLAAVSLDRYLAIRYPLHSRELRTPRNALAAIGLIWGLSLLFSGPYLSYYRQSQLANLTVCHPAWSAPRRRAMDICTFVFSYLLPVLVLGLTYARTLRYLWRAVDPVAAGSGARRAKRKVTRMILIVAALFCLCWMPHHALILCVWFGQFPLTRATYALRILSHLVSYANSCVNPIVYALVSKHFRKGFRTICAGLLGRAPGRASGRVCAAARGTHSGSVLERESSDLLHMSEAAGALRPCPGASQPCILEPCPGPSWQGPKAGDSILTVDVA
E-sel TNF inh: E-selectin induction blockers in HUVEC – imaging, immunofluorescence, high content, primary screen. actives 0.71% (n = 120,000). HUVEC TNFa-induced E-selectin immunofluorescence. inhibition, % at 2 µM;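 active = inhibition above the batch mean plus 3 SD, and confirmed as a hit on visual image review, cut at about 43% in these data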;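 note: 0% = TNF-stimulated DMSO wells and 100% = unstimulated control wells; not every result past the cut was called active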
The depositor's hits bear a star. Only part of the results is shown (hit frequency here may not be typical).

compound | NPY Y2 blocker | GALR2 blocker | E-sel TNF inh
Cc1ccc(C(c2nnnn2C2CCCC2)N2CCN(c3nc4ccccc4s3)CC2)cc1 (configuration not stated) | 3 | 0 | -9
O=C(NCCc1ccccc1)C1CCCN1S(=O)(=O)c1ccc(F)cc1 (configuration not stated) | 5 | -3 | 0
COC(=O)CCC(=O)Nc1nc(-c2ccccc2)cs1 | 0 | 7 | 62*
N#Cc1c(/N=C/c2cc(Br)cs2)sc2c1CCC2 | 1 | 3 | -14
CCN1C(c2ccccc2)=C(c2ccccc2)S/C1=C\C=C1/SC(=S)N(C)C1=O | 2 | -10 | 15
CCN1CCN(c2ncc(C(=O)N3CCN(c4ccccc4OC)CC3)c3ccccc23)CC1 | 3 | -1 | -3
O=c1c2ccccc2[nH]c(=S)n1CC1CCCO1 (configuration not stated) | 0 | 8 | 7
COc1nc(-c2ccc(Cl)cc2)ccc1-c1noc(-c2ccncc2)n1 | -1 | 5 | -39
CCOC(=O)c1ccc2[nH]c(C)c(CN3CCN(C)CC3)c(=O)c2c1 | 0 | 5 | -23
CCC1Cc2c(nc3c4c(nc(N5CCOCC5)c(C#N)c24)NC(C)=N3)O1 (configuration not stated) | 1 | 1 | 5
CCOC(=O)C1=C(c2ccccc2)N2CCN=C2S1 | 1 | -12 | -5
CCOc1ccc2[nH]cc(C(=O)N3CCN(C4CCCCC4)CC3)c(=O)c2c1 | 3 | 6 | 8
CCOc1ccc(C2/C(=C(/O)c3ccccc3)C(=O)C(=O)N2CCCN(C)C)cc1OC (configuration not stated) | 0 | -2 | -34
CSc1nc(C)cc(OCCNS(=O)(=O)c2ccc(C)cc2)n1 | 5 | -5 | 19
O=C1CC(=C2c3ccccc3-c3ccccc32)C(=O)N1CCN1CCN(c2cccc(Cl)c2)CC1 | 2 | 6 | -13
Cc1ccc(-c2nc3ncccc3o2)cc1NC(=O)c1ccco1 | 1 | -6 | -19
Cc1nc2ncnn2c(Nc2ccc3c(c2)OCCO3)c1C | 3 | 22 | 10
COC(=O)c1ccc(N2C(=O)CC(N3CCN(c4ccccc4)CC3)C2=O)cc1 (configuration not stated) | 2 | -18 | 11
Cc1ccc(S(=O)(=O)N2CCN(S(C)(=O)=O)CC2)cc1 | 3 | -12 | 19
CC(C)Sc1nnc2n(CCc3ccccc3)c(=O)c3c4c(sc3n12)COC(C)(C)C4 | 0 | -4 | -49
CCOc1ccc(/C(O)=C2\C(=O)C(=O)N(CCN(C)C)C2c2cc(OC)ccc2OC)cc1Cl (configuration not stated) | 1 | -5 | 25
CCOc1ccccc1C(=O)Nc1ccc(-c2nnc(-c3ccc(C)cc3)o2)cc1 | 1 | -10 | 72*
Cc1nnc(-n2ncc(C#N)c2N)c2nn(-c3ccccc3F)c(C)c12 | 2 | 2 | -15
O=C(CCS(=O)(=O)c1ccccc1)Nc1nc(-c2ccccn2)cs1 | 0 | 20 | 14
Clc1ccc(Br)cc1-c1nc(-c2cccnc2)no1 | 1 | -8 | -2
Cc1c(C(=O)NC(=S)Nc2ccc(NC(=O)c3cccs3)cc2)cccc1[N+](=O)[O-] | -4 | -5 | 17
Cn1c(OCc2cccnc2)nc2c1c(=O)n(Cc1ccc(Cl)cc1)c(=O)n2C | 3 | -2 | 2
CN(CC(=O)Nc1ccccc1Cl)C(=O)COC(=O)CNC(=O)c1ccc(Br)o1 | 3 | -3 | -4
CCOC(=O)c1[nH]c2ccccc2c1N=CN(C)C | 3 | -1 | -26
CCOC(=O)C1=C(C)N=c2sc(=C(C)C)c(=O)n2C1c1ccc(N(C)C)cc1 (configuration not stated) | 1 | 15 | 1
Cc1cc(N2CCN(c3ccccn3)CC2)n2nc(C)nc2n1 | 0 | 8 | 5
CC1Cn2c(nnc2-c2cccs2)S1 (configuration not stated) | 2 | -9 | 18
COc1cccc(OCCOc2ccccc2[N+](=O)[O-])c1 | 2 | 2 | -23
CCn1c(=S)sc2nc(C)sc21 | 1 | 5 | -2
O=C(Nc1ccc(Cl)c(Cl)c1)Nc1cc(C(=O)N2CCOCC2)ccc1N1CCCCC1 | 0 | -2 | 8
CCCOc1ccc(C2/C(=C(/O)c3ccccc3)C(=O)C(=O)N2CCCN(C)C)cc1OC (configuration not stated) | 4 | -12 | -5
O=c1cc(-c2ccc(F)cc2)oc2ccccc12 | 6 | 9 | 44*
COC(=O)c1sc(NC(=O)COc2ccc(OC)cc2)nc1C | 5 | 5 | -33
Cn1c(=O)c2c(nc(CN3CCCCC3)n2CCCc2ccccc2)n(C)c1=O | 7 | -11 | -14
O=C(NC(=S)Nc1ccc(N2CCCCC2)c(Cl)c1)c1cccs1 | 3 | -18 | -17
CCOC(=O)c1c(NC(C)=O)sc2c1CCC(C=NCCCN(CC)CC)=C2Sc1ccccc1 | 7 | 1 | 26
CCn1c(SCC(=O)N2c3ccccc3CCc3ccccc32)nc2c1c(=O)n(C)c(=O)n2C | -2 | -11 | 2
CN(C)c1ccc(NC(=O)c2cc3c(=O)n4ccccc4nc3n2C)cc1 | 2 | -23 | -8
CCOC(=O)C1CCN(C(c2cc3cc(C)cc(C)c3[nH]c2=O)c2nnnn2C2CCCCC2)CC1 (configuration not stated) | 0 | 3 | 31
O=C(NCCN1CCOCC1)c1ccc(CS(=O)(=O)c2ccc(Br)cc2)o1 | 0 | -3 | -8
CCOc1ccc(-n2c(SCC(=O)NCc3ccco3)nc3c([nH]c4ccccc43)c2=O)cc1 | 3 | 5 | -20
Cc1cc(C)c2cc(CN(CC3CCCO3)C(=O)NC3CCCCC3)c(=O)[nH]c2c1 (configuration not stated) | 1 | -2 | -13
Cn1c(=O)c2c(nc(CN3CCOCC3)n2Cc2ccccc2)n(C)c1=O | 4 | -4 | 15
CC(C)n1c(SCC(=O)N2c3ccccc3CCc3ccccc32)nc2c1c(=O)n(C)c(=O)n2C | 0 | 0 | 17
COc1ccc(-c2c(C#N)c(N)nc3c2c(=O)n(C)c(=O)n3C)cc1Cl | 1 | 9 | -39
Cc1ccc(C(C(=O)NC(C)(C)C)N(Cc2ccco2)C(=O)CCC(=O)Nc2nccs2)cc1 (configuration not stated) | 3 | 6 | 12
O=C(CSc1nc2sc3c(c2c(=O)n1Cc1ccco1)CCC3)N1CCc2ccccc21 | 2 | -4 | -10
COc1ccccc1C1c2c(oc3ccc(Cl)cc3c2=O)C(=O)N1c1cc(C)on1 (configuration not stated) | 4 | -1 | -12
COc1ccc(CNC(=O)c2cc3c(=O)n4ccccc4nc3n(Cc3ccco3)c2=N)cc1 | 6 | 8 | -26
CCOC(=O)CN1C(=O)C(Sc2nnc(-c3ccccc3OC)s2)CCc2ccccc21 (configuration not stated) | -1 | 4 | -8
O=C(Cc1ccccc1)NCc1nc2ccccc2[nH]1 | 2 | -8 | -8
CCOC(=O)C1=C(O)/C(=C/c2ccc(C)o2)SC1=NC(=O)c1ccccc1C | 0 | 9 | 24
COc1ccc(N=CC2=C(Nc3ccc(OC)cc3)c3c(C)nn(-c4ccccn4)c3CC2)cc1 | 13 | 3 | -16
COc1ccc(Cc2nnc3n2N=C(c2cc4ccccc4o2)CS3)cc1OC | 6 | -17 | -1
COc1cccc(Cn2c(NCc3ccccn3)nc3c2c(=O)n(C)c(=O)n3C)c1 | 0 | -1 | -8

Carrying on:
Value order: NPY Y2 blocker	GALR2 blocker	E-sel TNF inh
CCC(c1nnnn1C(C)(C)C)N(Cc1cccs1)Cc1cc2cc(C)c(C)cc2n2nnnc12 (configuration not stated)
 : 8	-8	12
CN1CCN(c2ncnc3c2sc2nc(N4CCOCC4)c4c(c23)CCC4)CC1
 : 3	1	-1
COC(=O)CC(C(=O)Nc1cc(C(=O)OC)cc(C(=O)OC)c1)N1CCN(C)CC1 (configuration not stated)
 : 0	-1	-23
Clc1ccc(C(c2nnnn2C2CCCC2)N2CCN(c3nc4ccccc4s3)CC2)cc1 (configuration not stated)
 : 1	0	-32
CCOC(=O)c1ccc(NCc2ccncc2)cc1
 : 0	6	7
Cc1ccccc1-c1nnc(SCC(=O)Nc2c(C)n(C)n(-c3ccccc3)c2=O)o1
 : 1	1	9
CN(C)CCCN1C(=O)C(=O)/C(=C(/O)c2ccc3c(c2)OCO3)C1c1ccco1 (configuration not stated)
 : -3	0	1
CN(C)c1ccc(/C=C2\C(=O)N(c3ccc([N+](=O)[O-])cc3)N=C2N2CCOCC2)cc1
 : 0	3	0
Cc1cc(C)c2cc(C#N)c(N3CCCN(S(=O)(=O)c4ccccc4)CC3)nc2c1
 : 4	1	13
COc1ccc(-c2nnc(SCC(=O)N3CCCC3)o2)cc1OC
 : 0	2	4
CC(C)(NC(=O)N1CCOCC1)c1cccc(C(C)(C)NC(=O)N2CCOCC2)c1
 : 3	9	-4
COc1ccc(-n2c(=O)c3c4c(sc3n3cnnc23)CC(C)CC4)cc1 (configuration not stated)
 : -2	7	-15
CCOc1ccc(-n2nc3c(-n4ncc(C#N)c4N)nnc(C)c3c2C)cc1
 : 3	-13	-5
COc1ccc(C2C3=C(CCCC3=O)Nc3nc4ccccc4n32)cc1OC (configuration not stated)
 : 1	-1	13
NC(=O)Cn1c(S(=O)(=O)Cc2ccccc2)nc2ccccc21
 : 1	5	-24
O=C(O)c1cn(C2CC2)c2cc(N3CCOCC3)c(F)cc2c1=O
 : 0	13	-23
COc1ccccc1/C=c1\sc2nc(-c3cccs3)nn2c1=O
 : 2	-11	0
c1csc(Cc2nc(-c3ccc(-n4cccc4)cc3)no2)c1
 : 5	-6	21
COc1ccc(C)cc1NC(=O)c1nc2nc(C)cc(C)n2n1
 : 2	-3	-21
CC1(C)Cc2c(C#N)c(SCC(=O)c3ccccc3)nc(N3CCCC3)c2CO1
 : 5	7	-6

Filtered by structure: those above with a tert-butyl group (2)
Value order: NPY Y2 blocker	GALR2 blocker	E-sel TNF inh
Cc1ccc(C(C(=O)NC(C)(C)C)N(Cc2ccco2)C(=O)CCC(=O)Nc2nccs2)cc1 (configuration not stated)
 : 3	6	12
CCC(c1nnnn1C(C)(C)C)N(Cc1cccs1)Cc1cc2cc(C)c(C)cc2n2nnnc12 (configuration not stated)
 : 8	-8	12

Next compounds
Value order: NPY Y2 blocker	GALR2 blocker	E-sel TNF inh
O=C(O)CCC(=O)NC1CCCCC1NC(=O)CCC(=O)O (configuration not stated)
 : 2	14	-12
O=C(CSc1nnc(-c2ccco2)n1-c1ccccc1)N1CCc2ccccc21
 : 1	22	8
O=C(Nc1ccc(NC(=S)NC(=O)C(c2ccccc2)c2ccccc2)cc1)c1ccccc1
 : -4	-2	34
O=C1c2ccccc2C(=O)N1CCOc1ccccc1
 : 4	-1	-8
COc1ccc(C(=O)CSc2nc3nc(C)cc(C)c3c(=O)[nH]2)cc1OC
 : 5	14	8
O=C(CN(CC(=O)N1CCOCC1)S(=O)(=O)c1ccc(Br)s1)N1CCOCC1
 : 2	0	13
CCOC(=O)Cc1csc(NC(=O)c2cnc3scc(C)n3c2=O)n1
 : 1	7	-3
COc1cc(OC)cc(-c2nnc(SCC(=O)N3c4ccccc4Sc4ccccc43)o2)c1
 : 3	-3	4
COc1ccc(C(=O)/C=C/NCc2ccc(C)cc2)cc1
 : 7	-2	-39
O=C(NCc1ccco1)C(c1ccco1)N(C(=O)Cn1nnc2ccccc21)c1ccc2c(c1)CCC2 (configuration not stated)
 : 4	-3	-16
CCOC(=O)c1c(NC(C)=O)sc2c1C1CCN2CC1
 : 4	3	22
Nc1ccc(C(=O)c2ccc3c(c2)OCCO3)cc1N
 : 0	0	9
CCOC(=O)c1c(NC(=O)c2csc(C)c2)sc(C(C)=O)c1C
 : -1	1	6
COc1ccc(N2CCN(C(=O)c3ccc(CNc4c(N5CCOCC5)c(=O)c4=O)cc3)CC2)cc1
 : 0	3	1
Cc1ccc(-c2noc(CN(C(=O)CCCN3C(=O)c4ccccc4C3=O)C(C)C)n2)cc1
 : 4	-29	-2
O=C(ON=C1CCSCC1)c1ccccc1
 : 0	-4	27
CCOC(=O)C(CC)Sc1nc(-c2ccc(OC)cc2)nc2c1c(=O)n(C)c(=O)n2C (configuration not stated)
 : 8	8	7
CC1CCc2sc3c(c2C1)c1ncnn1c(=O)n3CC(=O)c1ccc(Br)cc1 (configuration not stated)
 : 3	7	-13
Cc1cccc(CCNS(=O)(=O)c2ccc(S(=O)(=O)N3CCC(C)CC3)cc2)c1
 : 1	2	-13
COc1cc(C=O)ccc1OCCOCCOc1ccc(Cl)cc1Cl
 : 2	1	21
CC(CS(=O)(=O)c1ccc2ccccc2c1)N1CCN(C2CCCCC2)CC1 (configuration not stated)
 : 10	-9	5
Cn1c(=O)c2nc(Cl)n(Cc3ccc(Cl)cc3Cl)c2n(C)c1=O
 : 4	2	-15
O=c1oc2ccc3ccccc3c2cc1-c1nc2ccccc2o1
 : 1	6	-27

E-sel TNF inh, entries above that show a hit
Value order: NPY Y2 blocker	GALR2 blocker	E-sel TNF inh
COC(=O)CCC(=O)Nc1nc(-c2ccccc2)cs1
 : 0	7	62*
CCOc1ccccc1C(=O)Nc1ccc(-c2nnc(-c3ccc(C)cc3)o2)cc1
 : 1	-10	72*
O=c1cc(-c2ccc(F)cc2)oc2ccccc12
 : 6	9	44*

Compound activity as filed in PubChem.
